Efflux pump mplx – blocks antifungal efflux pumps in multiplex yeast assay. S. cerevisiae Candida pump triplex, Nile Red efflux. inhibition, % at 10 µM. 0.44% of 330,000 active;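 active means plate passing quality check with inhibition over a set limit, or well fluorescence over plate mean plus 4 SD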;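 further: Nile Red retained in pooled yeast measured as flow cytometry median fluorescence; 0% = buffer negative control and 100% = Enniatin B positive control; higher means more Nile Red kept so more efflux inhibition; some compounds called inactive have numbers as strong as hits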
Fam108B inh – Fam108B inhibition, counter-screen for RBBP9 inhibitors. inhibition, % at 9.51 µM. recombinant Fam108B, FP-Rh probe fluorescence polarization. 0.33% of 300,000 active. AID 1947;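 active means inhibition above the screen mean inhibition plus 3 SD, computed separately per campaign, cut at about 18% in these data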;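 further: inhibitors lower polarization as less probe binds the enzyme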
Bcl-xL primary – Bcl-xL (human) inhibition; Q07817; GST-Bcl-xL / FITC-Bim BH3 peptide fluorescence polarization; inhibition, % at 10.9 µM; 0.7% of 320,000 active; AID 2129;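 active means inhibition above the mean of all tested compounds plus 3 SD, cutoff set per campaign, cut at about 30% in these data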;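 further: 0% = DMSO wells and 100% = unlabeled Bim-BH3 peptide competitor; inhibitors lower millipolarization by displacing the labeled peptide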
Target sequence (Q07817 whole entry, looked up): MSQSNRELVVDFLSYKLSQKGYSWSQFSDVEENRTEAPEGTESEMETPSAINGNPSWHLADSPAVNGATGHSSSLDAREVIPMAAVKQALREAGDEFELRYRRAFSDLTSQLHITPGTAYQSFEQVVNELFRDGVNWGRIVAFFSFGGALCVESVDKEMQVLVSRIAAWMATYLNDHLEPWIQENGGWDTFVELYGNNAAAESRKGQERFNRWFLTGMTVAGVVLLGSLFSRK
VLA-4 inh – inhibition in a human VLA-4 binding assay; P13612; VLA-4 expressing cells, ligand binding flow cytometry; inhibition, % (about 7 µM as worked out from the volumes in the protocol); 0.2% of 330,000 active; AID 2557; in the data active means inhibition above about 50%
GLD-1 RNA inh – GLD-1-TGE RNA interaction inhibition (C. elegans). Q17339. purified GLD-1 + fluorescein TGE RNA, fluorescence polarization. inhibition, % at 5.96 µM. 0.44% of 320,000 active;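 active means percent inhibition above a per-plate cutoff, the plate mean of test compounds plus 3 SD, cut at about 30% in these data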;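 further: 0% = DMSO wells with GLD-1 and probe and 100% = wells lacking GLD-1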
PME-1 inh – PME-1 (human) inhibition. recombinant PME-1, FP-Rh probe fluorescence polarization. Q9Y570. 0.53% of 320,000 active. AID 2130. inhibition, % at 5.9 µM;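 active means inhibition above the campaign mean of all compounds plus 3 SD, cut at about 26% in these data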;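 further: competitive labeling of PME-1 active site by serine hydrolase directed probe; 0% = PME-1 with DMSO and 100% = wells lacking PME-1 enzyme; inhibitors block probe labeling so polarization falls and inhibition rises; many of its hits are not listed in these tables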
MCL1-BIM inh – disrupts human MCL1 binding to BIM-BH3 peptide; inhibition, % at 10.9 µM; GST-MCL1 / FITC-Bim-BH3 fluorescence polarization; AID 2057; 0.68% of 320,000 active;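 active means inhibition above the mean inhibition of all tested compounds plus 3 SD, set per campaign, cut at about 40% in these data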;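 further: 0% = DMSO wells and 100% = unlabeled Bim-BH3 peptide control; higher means more loss of mP so more displacement of Bim peptide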
MEX-5 binding – C. elegans MEX-5 TCR-2 RNA binding activity; AID 1832; activity score (negative = inhibition of binding), % at 10 µM; 0.38% of 300,000 active; MEX-5/FITC-TCR2 RNA binding, fluorescence polarization; stronger effect = lower value;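 active means inhibition past about -25% in most replicates, and total fluorescence under double the plate's negative control median, limit read from the data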;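 further: 0% = DMSO and -100% = 5 µM competing unlabeled TCR2 RNA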
GRK2 aptamer HTS – inhibitors of human GRK2 displacing RNA aptamer | P25098 | inhibition of aptamer binding, % at 10 µM | AID 488847 | bead flow cytometry, FAM-aptamer displacement from GRK2 | 0.59% of 330,000 active;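 active means inhibition of aptamer binding above 40%, roughly 3 SD of noise, on plates passing a quality check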;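 further: median bead fluorescence of bound FAM aptamer so fluorescent compounds give negative values; no value below 0 was filed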
Target sequence (P25098 whole entry, looked up): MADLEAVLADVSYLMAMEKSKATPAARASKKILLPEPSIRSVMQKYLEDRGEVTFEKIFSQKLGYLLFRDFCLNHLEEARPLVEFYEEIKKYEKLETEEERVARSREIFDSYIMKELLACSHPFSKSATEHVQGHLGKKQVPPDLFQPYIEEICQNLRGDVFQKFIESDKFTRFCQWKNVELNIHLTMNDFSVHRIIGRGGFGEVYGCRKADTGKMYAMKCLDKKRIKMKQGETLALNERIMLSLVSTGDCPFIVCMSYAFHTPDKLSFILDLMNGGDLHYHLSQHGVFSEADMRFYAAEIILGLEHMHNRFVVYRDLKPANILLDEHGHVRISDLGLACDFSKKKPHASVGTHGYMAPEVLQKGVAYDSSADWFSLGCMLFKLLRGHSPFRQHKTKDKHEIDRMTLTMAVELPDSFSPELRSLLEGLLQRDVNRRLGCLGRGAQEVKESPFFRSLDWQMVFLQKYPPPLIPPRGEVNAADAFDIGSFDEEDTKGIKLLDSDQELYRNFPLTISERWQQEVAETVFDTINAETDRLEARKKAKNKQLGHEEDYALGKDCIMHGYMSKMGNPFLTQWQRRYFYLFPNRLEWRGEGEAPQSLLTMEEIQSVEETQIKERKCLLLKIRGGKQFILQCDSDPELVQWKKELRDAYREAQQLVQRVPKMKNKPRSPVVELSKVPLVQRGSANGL
Active calls of the source: *; . = no result given. Some of the compounds tested. The share of hits here may be higher or lower than overall.

item	SMILES	Efflux pump mplx	Fam108B inh	Bcl-xL primary	VLA-4 inh	GLD-1 RNA inh
1	COc1cc(-c2nc(CN3CCN(c4ncccn4)CC3)c(C)o2)ccc1F	0.1	3	3	-12	-3
2	COc1ccc(NC(=O)CSc2nnc(-c3cccnc3)n2C)cc1	-0.1	-5	-5	-11	0
3	COc1ccc(Br)c2oc(S)cc(=O)c12	-0.3	8	15	-5	0
4	Fc1ccc(Nc2ncnc3sc4c(c23)CCC4)cc1F	-0.7	1	3	16	3
5	Cc1cc(C)cc(OCC(=O)NC(C)c2ccccc2)c1 (stereo not given)	-0.2	-3	2	2	-1
6	COc1cc2c(cc1OC)CN(C(=O)Cc1ccccc1)CC2	0.6	1	6	-12	-4
7	Nc1nnnn1/N=C/c1cc(Cl)cc(Cl)c1OCc1ccc(Cl)cc1Cl	0.2	3	4	15	-7
8	Cc1c(C(=O)N(Cc2ccc(Cl)cc2)C2CCS(=O)(=O)C2)oc2ccccc12 (stereo not given)	0.0	-2	1	5	4
9	COC(=O)c1ccc(Cn2nc(C)cc2C)cc1	0.1	2	2	8	6
10	CC(C)(C)c1ccc(C(=O)NCCCNC(=O)c2ccco2)cc1	0.1	-5	3	-5	0
11	COc1cccc(NC(=O)Nc2cc(Cl)ccc2C)c1	-0.2	1	0	0	-3
12	COc1ccc(S(=O)(=O)N/N=C(/C)c2ccc(Cl)cc2)cc1	0.6	1	-3	-2	5

item	PME-1 inh	MCL1-BIM inh	MEX-5 binding	GRK2 aptamer HTS
1	-8	9	1.4	0
2	3	-1	2.7	0
3	1	17	-5.6	2
4	2	-4	1.0	0
5	0	17	0.6	0
6	-5	1	-3.0	0
7	2	11	-1.1	0
8	0	5	-0.2	0
9	-6	-3	0.6	0
10	2	8	-0.9	0
11	2	2	-0.2	2
12	7	-1	0.7	0

The list continues.
item	SMILES	Efflux pump mplx	Fam108B inh	Bcl-xL primary	VLA-4 inh	GLD-1 RNA inh
13	O=C(Cc1ccc(Br)cc1)N1CCCC1	0.0	-2	3	10	7
14	Cc1ccc(C(=O)N(Nc2nc3ccccc3s2)C(=O)c2ccc(C)cc2)cc1	-0.1	1	-2	-9	9
15	CCCCNCCOCCOc1ccc(Cl)cc1Br	0.1	0	-2	12	-8
16	CCOC(=O)c1c(NC(=O)CN2C(=O)C(=O)N(C(C)C)C2=O)sc(C)c1CC	0.3	.	1	7	7
17	O=c1c2ccc(Cl)cc2nc(-c2ccc([N+](=O)[O-])cc2)n1O	-0.1	-1	3	-6	7
18	CCOC(=O)c1c(NC(=O)CSc2nncn2C)sc(C)c1C	0.1	-5	3	13	0
19	COc1ccccc1NC(=S)NC1CCCCCC1	-0.1	-2	5	6	6
20	CCc1ccc(NC(=O)c2cc(-c3ccc4c(c3)OCO4)on2)cc1	-0.2	-2	4	4	2
21	Cc1cc(O)c(C=Nc2ccc(N3CCOCC3)cc2)c(C)c1Cl	-0.1	-7	4	0	7
22	C=CCn1c(SCC(=O)Nc2ccc(OC)cc2)nc2ccccc2c1=O	0.0	0	-5	0	8
23	O=c1c(O[C@@H]2O[C@H](CO)[C@@H](O)[C@H](O)[C@H]2O)c(-c2ccc(O)cc2)oc2cc(O)cc(O)c12	0.5	.	.	-17	2
24	Cc1ccnc(NC(=O)c2ccc3c(c2)OCO3)c1	0.0	3	10	-9	5

item	PME-1 inh	MCL1-BIM inh	MEX-5 binding	GRK2 aptamer HTS
13	2	2	31	0
14	4	-2	-0.7	37
15	-1	-7	0.3	0
16	-5	2	.	1
17	0	11	0.2	0
18	-1	5	7.5	4
19	-2	10	1.7	5
20	1	3	1.1	0
21	0	3	-6.9	4
22	-1	-2	2.5	3
23	.	.	.	4
24	-1	13	-1.2	0

Carrying on.
item	SMILES	Efflux pump mplx	Fam108B inh	Bcl-xL primary	VLA-4 inh	GLD-1 RNA inh
25	COc1ccc(CCNc2c(C)c(C)nc3ncnn23)cc1	0.0	2	1	-15	2
26	Nc1cc(=O)nc(SCC(=O)N2CCN(c3ccccc3)CC2)n1-c1ccccc1	-2.1	4	5	-2	-2
27	COc1ccc(S(=O)(=O)N2CCC(C(=O)N[C@@H](C)C(=O)NCc3cccc(OC)c3)CC2)cc1	0.1	3	6	-9	1
28	COC(=O)c1cccc(N(C(=O)CNC(=O)c2cccs2)C(C(=O)NCC2CCCO2)c2ccc(OC)c(OC)c2)c1 (stereo not given)	0.1	-3	6	5	1
29	Cc1ccc(S(=O)(=O)N2CCOCC2)cc1C(=O)N1CCCC1	0.1	-1	3	-3	5
30	COc1cc(CN2CCN(Cc3ccc([N+](=O)[O-])cc3)CC2)c([N+](=O)[O-])cc1OC	-0.1	-2	3	0	2
31	CC(C)CCN1CC(O)=C(c2nc(-c3ccc(Cl)cc3)cs2)C1=N	0.7	4	7	7	-4
32	O=C(N/N=C/c1ccccn1)c1ccncc1	0.8	3	3	-4	-4
33	CN1/C(=C\C=[N+](C)c2ccccc2)C(C)(C)c2ccccc21	0.1	5	-14	-53	-1
34	O=C(N/N=C/c1cc2cc3c(cc2nc1Cl)OCCO3)c1ccccc1O	-1.0	-5	-4	9	1
35	CC(=O)Nc1cc(NC(C)=O)cc(-c2nc3ccccc3[nH]2)c1	0.1	4	3	10	5
36	O=C(NNC(=O)C1CCN(Cc2ccccc2)CC1)c1cccc(Cl)c1	0.1	-1	-1	2	-5

item	PME-1 inh	MCL1-BIM inh	MEX-5 binding	GRK2 aptamer HTS
25	2	-5	3.2	0
26	-1	6	1.7	1
27	-1	-1	-0.2	0
28	4	9	-1.4	0
29	-3	4	0.3	1
30	-6	-1	-0.3	3
31	-2	10	-6.2	0
32	6	0	-0.3	2
33	-4	-22	-1.2	2
34	0	-6	-0.1	0
35	-1	-8	-0.6	3
36	3	1	1.4	2

In the list so far, these have an aryl thioether with sulfur outside any ring:
item	SMILES	Efflux pump mplx	Fam108B inh	Bcl-xL primary	VLA-4 inh	GLD-1 RNA inh
2	COc1ccc(NC(=O)CSc2nnc(-c3cccnc3)n2C)cc1	-0.1	-5	-5	-11	0
18	CCOC(=O)c1c(NC(=O)CSc2nncn2C)sc(C)c1C	0.1	-5	3	13	0
22	C=CCn1c(SCC(=O)Nc2ccc(OC)cc2)nc2ccccc2c1=O	0.0	0	-5	0	8
26	Nc1cc(=O)nc(SCC(=O)N2CCN(c3ccccc3)CC2)n1-c1ccccc1	-2.1	4	5	-2	-2

item	PME-1 inh	MCL1-BIM inh	MEX-5 binding	GRK2 aptamer HTS
2	3	-1	2.7	0
18	-1	5	7.5	4
22	-1	-2	2.5	3
26	-1	6	1.7	1

Following part.
item	SMILES	Efflux pump mplx	Fam108B inh	Bcl-xL primary	VLA-4 inh	GLD-1 RNA inh
37	CC(=O)C1=C(C)NC(SCC(=O)c2cc(Cl)ccc2Cl)=C(C#N)C1c1ccco1 (stereo not given)	0.0	0	-4	-4	-19
38	CCOC(=O)CSc1ncc(OC)c(Sc2ccc(OC)cc2)n1	0.1	0	3	10	10
39	Cc1c(Cl)c([N+](=O)[O-])nn1CCCC(=O)NC(C)c1ccccc1 (stereo not given)	-0.2	-4	6	4	7
40	CN(C)S(=O)(=O)c1cccc(C(=O)Nc2ccccc2N2CCCCC2)c1	-0.1	1	4	5	1
41	COC(=O)c1ccc(NC(=S)N2CCN(Cc3cccc(C)c3)CC2)cc1	0.2	0	7	5	5
42	CC(C)OC(=O)Cn1c(-c2ccccc2)c(-c2ccccc2)nnc1=O	0.1	-4	2	0	4
43	Cc1ccc(-c2nnn(CC(=O)N(CCO)C(C(=O)NC3CCCC3)c3ccc(F)cc3)n2)o1 (stereo not given)	-0.2	1	5	-4	9
44	Cc1ccccc1OCCSc1nc2ccccc2n1CCC(=O)O	-0.1	-4	3	10	-5
45	O=C(COC(=O)C1CCC1)NC(=O)c1ccccc1	0.0	0	0	-1	1
46	Nc1nc2ccccc2n1CCOc1ccc(F)cc1	0.2	-4	3	18	4
47	CC(NC(=O)CSc1ncccn1)c1ccc(Cl)cc1Cl (stereo not given)	-0.1	6	6	-10	-14
48	O=S(=O)(Nc1nccs1)c1cc(Cl)ccc1Cl	0.0	3	6	6	0

item	PME-1 inh	MCL1-BIM inh	MEX-5 binding	GRK2 aptamer HTS
37	-44	-13	1.7	2
38	-10	2	-1.4	3
39	4	14	0.2	2
40	2	0	1.0	0
41	3	15	0.7	0
42	2	9	-1.2	1
43	1	4	0.6	0
44	3	3	0.3	7
45	-1	-1	2.4	3
46	1	-4	4.6	0
47	5	1	1.1	0
48	-3	9	-0.7	0

Next part.
item	SMILES	Efflux pump mplx	Fam108B inh	Bcl-xL primary	VLA-4 inh	GLD-1 RNA inh
49	CCc1ccc(Nc2cnn(-c3nc4ccccc4s3)c(=O)c2Cl)cc1	-0.3	-18	4	14	7
50	Nc1cccnc1Sc1ccc(Cl)cc1	0.1	1	1	6	1
51	CCn1nc(C)c(/C=N\NC(=O)c2ccc3c(c2)OCO3)c1C	0.0	2	4	-3	1
52	Cn1c(=O)[nH]c(=O)c2c1nc(N)n2Cc1ccccc1	-0.3	1	2	8	0
53	COc1cc(NC(=O)CSc2ncnc3sc4c(c23)CCC(C)C4)c(C(=O)O)cc1OC (stereo not given)	-0.1	5	10	-1	-2
54	CC(C)CC1c2[nH]c3ccccc3c2CCN1C(=O)CCC(=O)N(C)C (stereo not given)	-0.1	-3	7	3	13
55	COc1ccc(NC(=O)CSc2nnc(NC(=O)c3ccco3)s2)cc1OC	0.0	8	7	17	-3
56	CCc1nonc1NC(=O)c1oc2ccccc2c1C	-0.1	-2	3	11	3
57	O=C(CCCN1C(=O)c2cccc3cccc(c23)C1=O)NCc1cccnc1	0.1	-1	9	1	1
58	CCSC1=C(C#N)C(c2ccccc2Cl)CC(=O)N1 (stereo not given)	0.0	-4	-3	5	-7
59	Cc1ccc(NC(=O)CN2CCc3cc4c(cc3C2C)OCCCO4)cc1 (stereo not given)	-0.2	1	6	22	-5
60	COC(=O)[C@@H]1C[C@H]2CC[C@H](O)C[C@H]2N1Cc1ccc(C)s1	0.0	-2	3	6	14

item	PME-1 inh	MCL1-BIM inh	MEX-5 binding	GRK2 aptamer HTS
49	-9	4	-0.6	0
50	-5	-5	-2.5	3
51	-6	8	0.5	0
52	0	2	-1.8	0
53	0	16	0.9	0
54	6	7	3.5	3
55	-3	5	-1.1	0
56	2	2	1.7	0
57	-1	5	-0.6	0
58	-2	-3	.	0
59	1	7	0.6	2
60	5	4	0.8	0

Next records.
item	SMILES	Efflux pump mplx	Fam108B inh	Bcl-xL primary	VLA-4 inh	GLD-1 RNA inh
61	CCOC(=O)c1c(N)sc2c(NC(C)=O)cccc12	0.0	0	4	7	2
62	Nn1cnnc1SCC(=O)Nc1ccc2c(c1)OCO2	0.0	-1	4	3	8
63	Cc1ccccc1OCC(=O)NC(=S)Nc1cccc2cc(O)ccc12	-0.1	-1	7	0	0
64	Cc1cc(=O)[nH]c(N/N=C/c2ccc(OC(=O)c3cccnc3)cc2)n1	-0.1	5	0	8	-9
65	CC(=O)N1CC(C)c2scc(C)[n+]2-c2ccccc21 (stereo not given)	0.0	-4	14	6	-5

item	PME-1 inh	MCL1-BIM inh	MEX-5 binding	GRK2 aptamer HTS
61	1	-1	1.0	0
62	-2	0	1.8	2
63	28*	13	0.4	0
64	0	-3	0.6	0
65	0	11	-1.7	4

From PubChem BioAssay
